# PRMT1 FP inh = blocks human protein arginine methyltransferase 1; Q99873; recombinant PRMT1, activity-based probe fluorescence polarization; inhibition, % at 2.79 µM; actives 1.3% (n = 370,000);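 active means inhibition above about 21% made by adding two undisclosed values, limit read from the data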
# Target sequence (Q99873 whole entry, looked up): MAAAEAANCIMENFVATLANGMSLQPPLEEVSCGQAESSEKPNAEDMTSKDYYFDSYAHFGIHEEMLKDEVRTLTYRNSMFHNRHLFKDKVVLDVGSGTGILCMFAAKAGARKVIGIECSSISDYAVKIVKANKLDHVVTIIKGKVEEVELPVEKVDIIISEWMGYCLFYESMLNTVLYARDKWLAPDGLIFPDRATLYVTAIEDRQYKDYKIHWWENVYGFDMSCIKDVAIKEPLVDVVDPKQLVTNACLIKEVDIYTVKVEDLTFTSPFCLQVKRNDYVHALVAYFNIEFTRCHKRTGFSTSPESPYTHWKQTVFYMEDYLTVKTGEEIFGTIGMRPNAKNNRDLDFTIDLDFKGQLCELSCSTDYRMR
# ABHD4 inh = inhibits mouse alpha/beta hydrolase domain 4. Q8VD66. purified mABHD4, FP-Rh probe fluorescence polarization. inhibition, % at 8.92 µM. AID 720543. actives 0.54% (n = 370,000);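 active means inhibition exceeding the mean over every tested compound plus 3 SD, cut at about 30% in these data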;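 further: 0% = plate median of compound wells and 100% = S159A mutant with DMSO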
#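 assay system = mABHD4 protein | compound dosing = single nominal dose of 8.92 µM, 0.89% DMSO final | read-out basis = percent inhibition of probe binding, normalized to plate controls | schedule = Enzyme–compound pre-incubation 45 min, then probe 60 min, both 25 °C | detection = fluorescence polarization, excitation 525 nm, emission 598 nm, BODIPY TMR filters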
# HTRA1 inhibitor = inhibitors of human serine peptidase HTRA1; AID 504803; actives 0.5% (n = 340,000); inhibition, % at 5.96 µM; recombinant HTRA1, FP-rhodamine activity-based probe, fluorescence polarization; Q92743; in the data active means inhibition above about 36%;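 further: 0% = enzyme with DMSO and 100% = wells lacking enzyme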
# Target sequence (Q92743 whole entry, looked up): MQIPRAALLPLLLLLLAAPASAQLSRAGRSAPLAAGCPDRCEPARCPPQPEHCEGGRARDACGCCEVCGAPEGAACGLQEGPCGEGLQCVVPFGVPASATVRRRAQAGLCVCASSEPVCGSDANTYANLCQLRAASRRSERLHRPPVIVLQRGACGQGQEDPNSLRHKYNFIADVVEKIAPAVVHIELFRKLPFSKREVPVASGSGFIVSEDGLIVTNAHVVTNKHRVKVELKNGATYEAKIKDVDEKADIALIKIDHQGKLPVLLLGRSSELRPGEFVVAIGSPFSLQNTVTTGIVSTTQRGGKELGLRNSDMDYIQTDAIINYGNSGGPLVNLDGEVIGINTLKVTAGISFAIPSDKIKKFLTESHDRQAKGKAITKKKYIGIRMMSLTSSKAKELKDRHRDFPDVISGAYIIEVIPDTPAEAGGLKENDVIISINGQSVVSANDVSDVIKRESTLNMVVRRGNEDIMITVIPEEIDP
# DDE Tn7 FP inh = DD(E)-Tn7 binding inhibition, primary FP screen; P02675; FP displacement of FITC-Tn7 peptide from fibrin DD(E); 0% = median of compound wells per plate; inhibition, % at 8.3 µM; actives 0.13% (n = 370,000); AID 720508;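 active means inhibition above the mean of compounds falling within the control limits plus 3 SD of them, cut at about 14% in these data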;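 further: 0% = plate median of compound wells and 100% = 10 µM Aha-Tn7 peptide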
#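 Assay system: Fibrin-DD(E) protein isolated from polymerized human fibrin clots; read-out basis: percent inhibition; medium: Tris/NaCl/CaCl2 buffer, pH 7.8; signal: FP measurement; incubation: 10 min plus 3 h, room temperature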
# LEDGF integ inh = blocks HIV-1 LEDGF/p75-dependent DNA integration | inhibition, % at 3.7 µM | TR-FRET IN-LEDGF/p75 DNA integration, Eu/Cy5 | actives 0.64% (n = 370,000);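 active means inhibition above the screen-wide mean plus 3 SD, cut at about 13% in these data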;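 further: signal is the Cy5 over europium emission ratio at 671 and 618 nm; 0% = plate median of compound wells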
# TCR-CD3 inh = inhibitors of human TCR-CD3 interaction. TAMRA-labeled TCR probe fluorescence, biochemical. actives 0.37% (n = 360,000). inhibition, % at 9.4 µM; in the data active means inhibition above about 19%;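 further: recombinant mutant TCR 2C K166C tagged with TAMRA read by polarization; 0% = receptor in buffer alone and 100% = receptor with positive control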
# TDP2 absorb = blocks human TDP2 phosphodiesterase activity | inhibition, % at 12.8 µM | O95551 | AID 720702 | actives 0.34% (n = 370,000) | recombinant TDP2, T5PNP hydrolysis, p-nitrophenol absorbance 415 nm;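 active means inhibition above the mean of all tested compounds plus 3 SD, set per campaign, cut at about 25% in these data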;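 further: 0% = DMSO with enzyme and 100% = buffer with substrate but no TDP2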
#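 System – recombinant human TDP2 · Amount – 120 nM TDP2 per well · Buffer or medium – Mg2+-containing Tris-HCl buffer, pH 7.5 · Reagent – T5PNP substrate, 5 mM · Dosing – 12.8 µM single point, 1% DMSO · Incubation – 2 h at 37 °C · Measured by – epi absorbance · Read-out basis – percent inhibition · Benchmarks – high control without enzyme, low control DMSO plus TDP2 · Repeats – singlicate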
# UHRF1 MBD2 ctr = human UHRF1 methylated DNA binding inhibitors; UHRF1 binding to methylated oligo, TR-FRET; Q96T88; actives 0.75% (n = 370,000); inhibition, % at 4.4 µM; AID 687016; in the data active means inhibition above about 21%;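 further: UHRF1 SRA domain binding a hemimethylated CpG hairpin DNA probe; 0% = median of test compound wells and 100% = reference inhibitor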
# SIAE primary = blocks human sialic acid acetylesterase. Q9HAT2. inhibition, % at 9.66 µM. SIAE FP-Rh probe binding, fluorescence polarization. actives 0.69% (n = 370,000);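 active means inhibition above a cutoff: mean of compounds within the control limits plus 3 SD of those, cut at about 17% in these data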;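 further: 0% = plate median of compound wells and 100% = probe without SIAE protein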
# PG9 Ab binder = small molecules binding HIV-1 gp120 antibody PG9. TR-FRET gp120-PG9 antibody binding. inhibition, % at 6.7 µM. actives 0.43% (n = 360,000); in the data active means inhibition above about 8.5%
# Starred values were filed as active, the others as inactive; / = no result given.
# Values in the order: PRMT1 FP inh	ABHD4 inh	HTRA1 inhibitor	DDE Tn7 FP inh	LEDGF integ inh	TCR-CD3 inh	TDP2 absorb	UHRF1 MBD2 ctr	SIAE primary	PG9 Ab binder
- Cc1ccc(C2SCCN2C(=O)c2ccc([N+](=O)[O-])cc2)cc1 (centres undefined)
→ 2	7	-5	-2	2	-8	9	-3	3	-0.3
- COc1cc(NC(=O)CCc2ccccc2)c(C(=O)O)cc1OC
→ 1	4	2	-6	0	10	11	0	-2	-0.5
- CCc1ccccc1-n1c(-c2ccncc2)n[nH]c1=S
→ 2	-2	-3	-7	3	-10	-12	4	-2	0.0
- Cc1ccc(-c2nn(-c3cc(Cl)ccc3[N+](=O)[O-])c(=O)c3ccccc23)cc1C
→ -4	-5	-10	3	5	6	8	-4	9	0.7
- O=C(CSc1ncnc2c1oc1ccccc12)NCc1ccc(F)cc1
→ 2	6	3	-1	1	3	4	-10	-1	51*
- COC(=O)/C=C1\SC(=NC(=O)c2ccc(OC)cc2)NC1=O
→ 8	7	3	1	-3	-1	9	-1	5	0.7
- CC(NC(=O)C1CCCN(S(=O)(=O)c2ccc(-n3cnnn3)cc2)C1)c1ccc(F)cc1 (centres undefined)
→ -6	-1	1	-1	3	1	-1	-2	-11	-3.6
- CCN1C(=O)[C@H]2[C@@H](c3ccc(C(F)(F)F)cc3)N[C@]3(CCCN(Cc4cccn4C)C3=O)[C@H]2C1=O
→ 5	3	8	8	-3	5	5	0	5	1.0
- CCOc1cccc2cc(C(=O)NCc3ccc(OC)cc3)c(=N)oc12
→ 2	6	-2	3	-4	-4	-2	2	-1	13*
- COc1ccccc1N(Cc1ccccc1)S(=O)(=O)c1cccc(C(=O)NC2CC(C)(C)NC(C)(C)C2)c1
→ -4	1	-12	3	5	3	4	-3	-3	1.2
- CC(C)(C)NC(=O)c1ccc(NC(=O)CSc2ccccc2)cc1
→ 0	0	-4	-6	3	-5	4	-1	0	-0.1
- COc1ccc2cc3c(N)nn(C(=O)C4CCC(C(C)(C)C)CC4)c3nc2c1 (centres undefined)
→ 3	-11	-40	6	-4	-5	3	2	2	-1.0
- CSc1ncc(CN2CCN(C3CCCCC3)C(CCO)C2)cn1 (centres undefined)
→ 2	1	2	-6	-4	-8	-3	1	-7	0.8
- CC1(c2ccccc2)NC(=O)N(CC(=O)Nc2ccccc2N2CCCCC2)C1=O (centres undefined)
→ 0	-5	-5	5	3	-1	9	0	10	3.4
- CN(C)S(=O)(=O)c1ccc(C(=O)Nc2ccc3c(c2)CCC3)cc1
→ 0	-8	-4	3	-3	6	-7	-2	-6	0.5
- O=C(Cc1ccc(F)cc1)NC1CCS(=O)(=O)C1 (centres undefined)
→ 4	0	7	0	-7	-8	-9	0	0	2.7
- Cc1cc(C(=O)NC(Cc2c[nH]c3ccccc23)C(=O)O)c(C)o1 (centres undefined)
→ 0	8	-6	5	0	6	9	-2	5	-1.8
- CSc1ccccc1NC(=O)CN(C)C(C)C(=O)Nc1ccc(C#N)cc1 (centres undefined)
→ -4	2	-2	-1	0	5	-10	-3	1	0.2
- CN1C(N)=NC(=O)/C1=C/c1ccc(OC(F)(F)F)cc1
→ 2	2	-1	7	-3	-4	6	4	-5	-0.9
- CCN(C(=O)COC(=O)c1ccc(Br)o1)C1CCCCC1
→ 0	-1	-1	2	-3	-5	5	1	-4	-1.1

# Values in the order: PRMT1 FP inh	ABHD4 inh	HTRA1 inhibitor	DDE Tn7 FP inh	LEDGF integ inh	TCR-CD3 inh	TDP2 absorb	UHRF1 MBD2 ctr	SIAE primary	PG9 Ab binder
- CC(=O)Nc1ccc(-c2ccnc3c2CC(C)(C(=O)NC(C)C)O3)cc1 (centres undefined)
→ 9	-9	/	3	-1	-2	-10	2	-2	0.5
- COC(=O)N1CCC[C@H]1c1cccc2[nH]cc(C)c12
→ 7	-7	/	1	1	/	1	1	10	/
- COc1cccc(CN2CCC2(C)C(=O)Nc2cccc3cccnc23)c1F (centres undefined)
→ 3	-18	/	5	-4	1	3	0	-4	-0.3
- C=CC(C)(C)c1cc2cc3ccoc3cc2oc1=O
→ 1	-1	-13	-9	2	2	4	1	-1	-1.2
- CC(=O)C1=C(C)NC(SCC(N)=O)=C(C#N)C1c1cccs1 (centres undefined)
→ 2	5	7	0	-2	2	4	2	-5	-2.6
- O=C(CN1C(=O)NC2(CCCCC2)C1=O)Nc1cc(C(F)(F)F)ccc1N1CCOCC1
→ 1	-2	1	3	0	-2	2	4	5	1.3
- CC(=O)Nc1ccc(S(=O)(=O)NCc2ccncc2)cc1
→ -1	2	-1	3	-3	2	1	1	-7	1.7
- C=C1C(=O)[C@]23C[C@H]1CC[C@H]2[C@]1(C)[C@@H](OC(C)=O)CC[C@@](C)(C(=O)O)[C@H]1C[C@@H]3O
→ 9	0	/	0	2	5	-3	-1	14	0.8
- O=C1[C@@H]2C(c3cccnc3)=NO[C@@H]2C(=O)N1c1ccc2ccccc2c1
→ 12	2	-8	7	1	2	2	-3	-5	-1.0
- O=C(c1ccc2nc(Cc3cccc(Cl)c3)oc2c1)N1CCC[C@H]1CO
→ -2	-6	2	-1	-1	9	14	0	7	-0.1
- O=C(CCSc1nc(-c2ccc3c(c2)OCO3)cc(C(F)(F)F)n1)NCc1ccccc1
→ 0	0	-6	6	-1	7	4	-2	-9	0.6
- COc1cccc(N2CC(C(=O)Nc3nnc(SCc4cccnc4)s3)CC2=O)c1 (centres undefined)
→ 2	-2	2	-5	2	-1	-2	1	2	-1.4
- O=C(NCC(=O)N1CCN(c2ncc(C(F)(F)F)cc2Cl)CC1)c1ccc(Br)o1
→ -2	-7	-10	10	1	0	1	-2	6	1.3
- COc1ccc(CCNc2cc(C)nc3c(-c4ccccc4)c(C)nn23)cc1OC
→ -4	-1	1	-6	-2	3	-9	-1	5	-0.7
- COc1cc2c(cc1NC(=O)CSc1nnc(-c3cccc(Cl)c3)n1Cc1ccco1)oc1ccccc12
→ 5	-2	/	-5	-2	/	1	2	2	/
- CCc1nnc(NC(=O)CSc2nc(-c3ccc(F)cc3)cc(-c3ccccc3)c2C#N)s1
→ 1	6	-16	0	1	3	0	2	-1	-0.2
- C[C@H](CO)N1C[C@H](C)[C@@H](CN(C)C(=O)Nc2ccc(C(F)(F)F)cc2)Oc2ccc(NC(=O)Nc3ccccc3)cc2C1=O
→ -3	-50	-76	-5	0	-2	-11	1	-63	-0.5
- Cc1ccc(OCC(=O)Nc2ccc(N3CCN(S(C)(=O)=O)CC3)cc2)c(C)c1
→ 0	7	3	0	-2	-5	12	-3	3	0.7
- O=C(CCC(=O)Nc1ccc(F)cc1)N/N=C/c1ccc(F)cc1
→ 11	-10	4	4	-3	0	-26	4	2	-2.1
- CN1OC[C@@H]2CN(S(=O)(=O)c3cccc(C(F)(F)F)c3)[C@H](c3ccc(N4CCCCC4)cc3)C[C@@H]21
→ -2	2	/	7	-2	-9	-1	1	-4	-0.5

# Values in the order: PRMT1 FP inh	ABHD4 inh	HTRA1 inhibitor	DDE Tn7 FP inh	LEDGF integ inh	TCR-CD3 inh	TDP2 absorb	UHRF1 MBD2 ctr	SIAE primary	PG9 Ab binder
- C=CC[C@H](CC(=O)NCCO)C(=O)N[C@H](C)COC(=O)[C@@H](CC=C)Cc1ccc(F)cc1
→ 2	2	0	4	-6	-7	-10	4	0	0.6
- C=CCNc1nc2ccccc2nc1NS(=O)(=O)c1ccc(Br)cc1
→ 0	-8	-2	-1	2	7	9	-2	5	-0.5
- OC(c1ccc(F)cc1)c1ncc(-c2ccc(Oc3ccccc3)cc2)[nH]1 (centres undefined)
→ -2	-1	/	-4	-1	3	-7	-2	4	2.0
- COc1ccc(CCNS(=O)(=O)c2ccc(Br)cc2)cc1
→ -3	-5	-12	-12	1	2	-5	0	-3	-1.1
- Clc1nc(NCCc2ccccc2)c2cn[nH]c2n1
→ 5	-6	-9	-1	4	-8	-2	3	-7	0.6
- CC1CN(c2nc3ccccc3nc2SCC(=O)N2CCN(S(=O)(=O)c3ccccc3)CC2)CC(C)O1 (centres undefined)
→ 2	-3	/	4	-1	/	-5	-3	-5	/
- N/C(=N\S(=O)(=O)c1cc(C(F)(F)F)cc(C(F)(F)F)c1)c1ccccc1
→ 1	-14	-9	5	-1	0	1	1	-1	-0.1
- COc1ccccc1NC(=O)CSc1nc2c(oc3ccccc32)c(=O)n1C
→ 1	1	-8	2	2	6	5	-2	5	1.0
- Oc1ccc2ccccc2c1CNn1cnnc1
→ -1	0	-2	-4	5	3	-9	0	-5	-2.5
- O[Si](CCCN1CCCCC1)(c1ccc(F)cc1)C1CCCCC1 (centres undefined)
→ -3	2	2	-6	4	4	-5	-3	1	-1.1
- OCc1nc2c(ccc3ccccc32)[nH]1
→ 1	6	1	-1	-4	5	3	-3	-1	-2.5
- NNC(=O)c1sc2cc(C(F)(F)F)cnc2c1-c1cccs1
→ -3	2	/	-4	2	-4	0	-2	-5	0.8
- CC(=O)Nc1cc(-c2cccc(N)c2)cn2c(-c3ccc(C(C)=O)cc3)cnc12
→ -4	3	/	1	-4	0	5	-4	2	-2.3
- CCOC(=O)c1cnc2c(Cl)cc(Cl)cc2c1NCCCN1CCOCC1
→ 6	9	-4	-1	-4	-3	-4	2	-1	-0.1
- CCOC(=O)c1ccc(N2C(=O)C(CC(N)=O)N(CCc3ccc(OC)c(OC)c3)C2=S)cc1 (centres undefined)
→ 3	-5	1	5	-3	1	-4	2	-2	0.9
- O=C(COC(=O)Cn1nnc(-c2ccccc2)n1)Nc1cc(F)ccc1F
→ 0	5	0	-2	-4	-7	-1	6	4	0.0
- O=S(=O)(c1cccs1)N1CCN(c2ccc(O)cc2)CC1
→ 0	4	7	-1	-4	3	-15	0	7	-2.5
- CCN(C(=O)c1cc2c(=O)n3cccc(C)c3nc2n1CCCOC)C1CCCCC1
→ -1	-5	-12	4	1	-5	3	0	2	3.2
- CCOC(=O)c1ccc(NCc2ccc(N(C)C)cc2)cc1
→ -5	11	5	-3	3	7	-3	1	4	-2.1
- COc1ccc2oc(=O)c(C(=O)N3CCN(c4ccccc4)CC3)cc2c1
→ -1	1	0	4	2	-8	-2	0	-1	1.4
- CCCN(CC(=O)Nc1ccccc1C)C(=O)CCNC(=O)c1ccccc1Cl
→ 0	1	2	-1	4	-3	-5	0	3	-1.2
- CCCCC(=O)Nc1ccc(NCc2ccc(C)s2)cc1
→ 2	2	3	-2	-9	-4	-9	0	3	-3.4
- CC1(C)NC(=O)N(CC(O)CN2CCCC2)C1=O (centres undefined)
→ -1	4	1	6	-4	4	-10	-1	3	-0.1

# Screening data (PubChem BioAssay)
